Screens (PubChem BioAssay)
ssDAF12 agonist = S. stercoralis DAF-12 nuclear receptor activators, primary screen, cell-based, luminescence, HEK293, GRIP1 co-expression, lit1-tk-luc; Nuclear hormone receptor DAF-12 (Strongyloides stercoralis); HEK293 ssDAF-12/GRIP1 lit1-tk-luc reporter; % of 3 µM dafachronic acid response; activation, % at 6.8 µM; actives 1% (n = 370,000); AID 652126, 2013;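 active = activation above the mean over all tested compounds plus 3 SD, cut at about 0.9% in these data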;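 note: 0% = DMSO-only wells and 100% = 3 µM delta7-dafachronic acid wells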
hcDAF12 agonist = H. contortus DAF-12 nuclear receptor activators, primary screen, cell-based, luminescence, HEK293, lit1-tk-luc reporter; HEK293 hcDAF-12 lit1-tk-luc reporter; 0% DMSO, 100% Δ7-dafachronic acid; activation, % at 6.8 µM; actives 1.4% (n = 370,000);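 active = activation above the mean of all tested compounds plus 3 SD, cut at about 5.5% in these data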;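 note: 100% = response to 3 µM Δ7-dafachronic acid high control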
MBD2 inh = inhibitors of MBD2 binding to methylated DNA, primary screen, biochemical, TR-FRET, DNA-binding domain, human | Methyl-CpG-binding domain protein 2 (Homo sapiens), Q9UBB5 | MBD2 binding to methylated oligonucleotide | inhibition, % at 4.4 µM | actives 0.31% (n = 370,000) | AID 686964, 2013; in the data active = inhibition above about 13%
SMARCA2 act = SMARCA2 (BRM) function activators, primary screen, cell-based, luminescence, high throughput; MG213 cells, MMTV-luciferase reporter, dexamethasone, overnight; activation, % at 9.1 µM; actives 1% (n = 370,000); AID 652017, 2013; in the data active = activation above about 7.8%;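 note: 0% = vehicle wells and 100% = reference activator wells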
hgDAF-12 ag = H. glycines DAF-12 receptor agonists, primary screen, cell-based, luminescence, HEK293, GAL4 fusion, UAS-luciferase; Nuclear hormone receptor DAF-12 (Heterodera glycines), GAL4 fusion; activation, % at 6.8 µM; actives 1.8% (n = 370,000); HEK293 GAL4-hgDAF12 UAS-luciferase reporter, agonist luminescence; normalized to butyrate control;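 active = activation above a cutoff set at the mean of all screened compounds plus 3 SD, cut at about 10% in these data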;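 note: 0% = DMSO wells and 100% = sodium butyrate wells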
DAX1 inh-1 = DAX1 (NR0B1) inhibitors, primary screen, cell-based, HEK293, Gal4-DAX1, luciferase luminescence; Nuclear receptor subfamily 0 group B member 1 (Homo sapiens), P51843; HEK293 Gal4-DAX1 luciferase reporter; inhibition, % at 6.75 µM; actives 0.99% (n = 340,000); AID 504766, 2011;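 active = inhibition above the mean over all tested compounds plus 3 SD, cut at about 4.2% in these data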;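 note: 0% = DAX1-transfected cells with DMSO and 100% = empty-vector control cells with DMSO; inhibition shows as a rise in luminescence from relieved DAX1 repression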
Target sequence (P51843 207-470 limits assumed): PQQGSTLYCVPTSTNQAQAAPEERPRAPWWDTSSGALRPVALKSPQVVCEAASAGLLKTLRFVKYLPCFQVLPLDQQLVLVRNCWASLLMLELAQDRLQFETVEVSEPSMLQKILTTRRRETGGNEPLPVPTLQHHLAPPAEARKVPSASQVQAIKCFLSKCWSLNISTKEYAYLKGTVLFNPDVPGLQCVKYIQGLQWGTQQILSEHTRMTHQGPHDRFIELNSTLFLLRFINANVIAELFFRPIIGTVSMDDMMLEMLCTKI
Rev-erbA mod = modulators of Rev-erb alpha DNA binding, primary screen, biochemical, FITC-DNA, fluorescence polarization, uHTS. Nuclear receptor subfamily 1 group D member 1 (Homo sapiens), P20393. Rev-erbα–FITC-DNA binding, 90 min. activity, % at 10 µM. actives 0.79% (n = 370,000). AID 1259318, 2017;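 active = activity above about 14%, limit read from the data; passing the limit was not always enough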;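 note: 0% = DMSO wells with 35 nM protein and 100% = DMSO wells with 750 nM protein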
Target sequence (P20393 whole entry, looked up): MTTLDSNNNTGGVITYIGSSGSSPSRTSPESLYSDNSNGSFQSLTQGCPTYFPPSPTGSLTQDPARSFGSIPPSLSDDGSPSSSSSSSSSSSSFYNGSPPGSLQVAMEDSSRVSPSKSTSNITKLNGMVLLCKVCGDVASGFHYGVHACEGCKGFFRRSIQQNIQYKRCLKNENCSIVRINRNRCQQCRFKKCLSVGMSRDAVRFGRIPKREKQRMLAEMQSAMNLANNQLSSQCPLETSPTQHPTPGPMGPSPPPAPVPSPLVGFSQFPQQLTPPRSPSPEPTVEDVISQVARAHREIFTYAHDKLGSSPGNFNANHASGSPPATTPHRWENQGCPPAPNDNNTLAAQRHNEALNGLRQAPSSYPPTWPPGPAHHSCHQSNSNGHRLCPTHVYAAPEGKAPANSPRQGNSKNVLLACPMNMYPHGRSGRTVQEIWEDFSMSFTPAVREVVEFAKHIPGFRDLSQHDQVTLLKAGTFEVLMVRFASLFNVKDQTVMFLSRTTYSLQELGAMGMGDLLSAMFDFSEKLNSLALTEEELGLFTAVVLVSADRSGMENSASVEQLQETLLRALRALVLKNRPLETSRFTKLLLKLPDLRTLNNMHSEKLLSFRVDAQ
PLC-gamma1 inh = PLC-gamma1 enzyme inhibitors, primary screen, biochemical, fluorescence, purified enzyme; 1-phosphatidylinositol 4,5-bisphosphate phosphodiesterase gamma-1 (Homo sapiens), P19174; fluorogenic substrate; inhibition, % at 12.2 µM; actives 0.84% (n = 370,000); AID 720700, 2013; in the data active = inhibition above about 9.5%
ADAM17 inh = ADAM17 inhibitors, primary screen, biochemical, QFRET; actives 0.83% (n = 370,000); inhibition, % at 6.95 µM; recombinant ADAM17, EDANS/DABCYL FRET peptide cleavage; Disintegrin and metalloproteinase domain-containing protein 17 (Homo sapiens), P78536;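 active = inhibition above the mean of compounds lying between control limits plus 3 SD, set per campaign, cut at about 8.5% in these data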;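 note: 0% = DMSO-only wells as the low control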
DAX1 inh-2 = DAX1 (NR0B1) inhibitors on StAR promoter, primary screen, cell-based, luminescence, SF-1 (NR5A1), full-length DAX-1; inhibition, % at 6.8 µM; actives 1.1% (n = 370,000); HEK293T StAR-luciferase reporter, SF-1/DAX-1 repression relief; AID 652010, 2013;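 active = inhibition above the mean over all tested compounds plus 3 SD, cut at about 3.6% in these data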;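 note: 0% = DAX-1 cells with DMSO and 100% = cells lacking DAX-1 with DMSO; higher inhibition means more luminescence from relief of DAX-1 repression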
PLC-beta3 inh = human PLC-beta3 inhibitors, primary screen, biochemical, fluorescence | Purified PLC-beta3, fluorogenic substrate | inhibition, % at 12.2 µM | actives 0.18% (n = 370,000) | AID 720704, 2013; in the data active = inhibition above about 11%;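 note: 0% = median of compound wells on plate and 100% = full blocker control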
The depositor's hits bear a star; i = inactive; . = not tested or not shown. An unsorted share of the library; any-hit rate near 7.4%.

The first two compounds (preview)
molecule	DAX1 inh-2	SMARCA2 act	hgDAF-12 ag	ADAM17 inh	Rev-erbA mod	DAX1 inh-1	ssDAF12 agonist	PLC-gamma1 inh	hcDAF12 agonist	MBD2 inh	PLC-beta3 inh
COc1cccc(C2(O)CCN(C(=O)C(C)C)CC2)c1	0.8	1	0.7	-6	0	2.0	-1.0	1	0.1	1	-6
CCC(=O)C1CCCN(C(=O)CCc2nnc(C3(c4ccc(Cl)cc4)CCC3)o2)C1 (stereo unspecified)	0.8	8.8*	3.9	-4	1	0.3	-1.1	4	2.6	2	-2

The list itself (from the top)
molecule	DAX1 inh-2	SMARCA2 act	hgDAF-12 ag	ADAM17 inh	Rev-erbA mod	DAX1 inh-1	ssDAF12 agonist	PLC-gamma1 inh	hcDAF12 agonist	MBD2 inh	PLC-beta3 inh
COc1cccc(C2(O)CCN(C(=O)C(C)C)CC2)c1	0.8	1	0.7	-6	0	2.0	-1.0	1	0.1	1	-6
CCC(=O)C1CCCN(C(=O)CCc2nnc(C3(c4ccc(Cl)cc4)CCC3)o2)C1 (stereo unspecified)	0.8	8.8*	3.9	-4	1	0.3	-1.1	4	2.6	2	-2
Cc1c(C(=O)N2CCN(c3ccc(F)cc3)CC2)sc2ncnc(N3CCN(c4ccccn4)CC3)c12	-1.6	-5	-7.0	1	3	-2.4	-1.7	-2	-5.7	3	-10
Cc1ccc(O)c(-c2cc(-c3ccccc3[N+](=O)[O-])[nH]n2)c1	0.7	1	6.5	4	14	-0.4	-1.0	1	1.3	3	-2
CCSc1nnc2nc(C)cc(C)n12	-0.1	-3	-2.2	-3	2	-0.2	-1.6	3	0.2	7	2
Brc1cccc(OCCCNC2CCCC2)c1	0.9	0	-0.3	-1	-4	-0.1	-1.2	0	-0.2	-3	-4
Cc1cccc(N2CCN(CC(=O)N(C3CCCC3)C3CCS(=O)(=O)C3)CC2)c1C (stereo unspecified)	-0.2	-2	1.0	-4	0	-0.4	-1.7	-1	-2.7	-1	-6
COc1cc(OC)c(C2=NOC(C(=O)Nc3c(C)nn(CC(=O)N4CCCC4)c3C)C2)cc1Cl (stereo unspecified)	0.0	-1	0.0	-2	4	-0.6	-2.0	0	0.2	0	0
CC1(C)Cc2cccc(OCC(=O)OCC(=O)Nc3ccc(S(N)(=O)=O)cc3)c2O1	0.1	-1	0.6	-1	4	0.3	-0.6	-1	-1.1	-5	0
COc1ccc(C2CC(c3ccccc3)=NN2C(=O)CCC(=O)O)cc1 (stereo unspecified)	0.3	-1	0.5	4	4	1.2	-0.4	-1	0.0	-2	-3
CCOc1ccc(/C=C/C(=O)Nc2cccc(C(C)=O)c2)cc1	-1.4	2	1.3	3	-2	-1.7	-2.0	-24	-3.8	1	-27
CCC(=O)Nc1nnc(SCC(=O)NCC2CCCO2)s1 (stereo unspecified)	1.0	-2	3.4	-5	7	0.2	-0.6	1	-2.0	-1	-5
CCC(=O)OCC(=O)Nc1ccc(OC)cc1[N+](=O)[O-]	-0.2	-1	-2.5	3	1	0.8	-1.8	5	0.6	1	4
CC(C)CN1C(=O)C(=O)N(CC(=O)N(C)CC(=O)Nc2ccc(F)cc2)C1=O	2.6	3	1.5	2	4	-0.2	-0.6	3	-1.7	-3	-3
Cc1cccc(Nc2nc(C)cc(C)c2C#N)c1	0.5	-3	2.5	5	-1	0.5	-0.9	-13	2.2	-3	-26
CC1(c2ccccc2Br)NC(=O)N(CC(=O)N2CCc3ccccc3C2)C1=O (stereo unspecified)	0.9	-4	-4.5	4	2	-0.6	-1.6	8	1.8	2	-1
c1ccc(-c2ccccc2OCCOCCN2CCc3ccccc3C2)cc1	0.1	0	0.2	0	0	0.6	0.0	2	3.9	0	2
O=C(Cc1c2ccccc2nc2ccccc12)c1ccccc1	-0.4	4	-4.1	-80	-1	0.1	-0.7	-60	-2.7	0	-65
O=c1[nH]nc(CNc2ccc(Cl)cc2Cl)c2ccccc12	-0.6	-1	-0.8	-2	-4	0.8	-1.9	2	-0.4	1	0
O=C(CNC(=O)c1ccccc1Br)N/N=C/c1cccs1	-0.1	-2	-2.7	3	10	-1.1	-0.2	9	-2.0	-6	1
COc1ccccc1CNC(=O)c1cccc(S(=O)(=O)N2CCN(c3ccc(F)cc3)CC2)c1	-2.5	-3	-0.9	0	-2	-1.3	-1.6	5	-1.2	4	-8
CC(C)(C)c1csc(N/N=C/c2cccnc2)n1	2.3	1	6.7	3	-6	-0.1	-1.3	-15	0.5	-4	-39
Cc1ccc2cc(C#N)c(N3CCN(C(=O)c4ccccc4)CC3)nc2c1	-0.8	0	-0.3	-60	1	-0.9	-2.0	-56	-3.3	0	-87
CSCCC(NC(=O)c1ccco1)C(=O)NC1CCC(C)CC1 (stereo unspecified)	3.7*	2	2.4	0	-5	-0.3	-0.9	1	2.8	3	-7
CC(=O)c1cc(CN2C(=O)c3ccccc3C2=O)cs1	-0.4	-1	1.9	-2	-6	-0.4	-1.2	1	-0.7	1	1
O=C(NNC(=O)c1ccccc1Br)c1ccc(SCC2CCCO2)c([N+](=O)[O-])c1 (stereo unspecified)	-1.0	4	1.6	4	0	1.9	-2.1	3	-1.3	-1	3
COc1ccc(-n2c(CNc3ccc(C)cc3)nnc2SCc2ccccc2)cc1	0.2	7	-0.8	5	-3	0.0	-1.3	2	-1.2	2	3
c1cnn(-c2cc(N3CCOCC3)ncn2)c1	-0.4	-1	0.6	-1	-6	0.3	-1.5	3	-0.8	1	0
COC1=CC(=O)C=C(OC)C1=O	-6.0	4	-6.8	-1	-4	-5.4	-0.7	-1	0.3	-3	-1
CNc1nc(N/N=C/c2ccc([N+](=O)[O-])cc2)nc(Nc2ccccc2)n1	-1.7	-1	-4.3	3	-2	-0.7	-1.0	5	-0.1	3	4
O=C1C2CCCN2C(=S)N1c1cc(Cl)ccc1Cl (stereo unspecified)	-0.7	-3	0.1	-2	-3	1.8	-0.9	1	0.5	6	-6
COc1ccccc1NC(=S)NCc1ccccc1	0.3	-1	-0.1	1	1	0.9	-1.0	1	-0.7	-2	-4
CC(=O)N1c2ccc(S(=O)(=O)NCCC(=O)Nc3cccc(Cl)c3)cc2CC1C (stereo unspecified)	-0.1	-3	-1.3	4	-5	1.5	-1.6	2	-1.2	-3	-7
COc1cccc(S(=O)(=O)NCc2ccc(C(=O)Nc3ccc(Cl)c(Cl)c3)cc2)c1	-3.4	-3	-6.1	0	-8	-2.7	-2.2	1	-4.3	0	-1
COc1ccc(CNC(=O)C2CCN(S(=O)(=O)c3ccc4c(c3)C(C)(C)C(=O)N4C)CC2)cc1	-0.4	-7	-0.5	-1	3	0.2	-1.0	4	0.2	7	-4
COC(=O)c1ccccc1COc1cccn2c(N(C)CC3CC3)c(C)nc12	0.1	5	5.8	-1	-7	.	-1.0	0	1.1	0	-4
CN(C)/C=C/C(=O)/C=C/c1cn(-c2ncc(C(F)(F)F)cc2Cl)c2ccccc12	0.5	0	1.0	0	4	0.1	-0.9	-43	-1.0	-2	-45
Clc1cncc(Cl)c1N/N=C/c1ccncc1	-0.8	-3	3.6	0	2	1.0	-1.8	4	-3.5	1	6
C=CC1CN(CC(=O)OC)S(=O)(=O)c2ccccc21 (stereo unspecified)	0.1	3	-1.1	0	-5	0.2	-0.6	2	-0.7	-3	4
CC1CN(C(=O)C(C)N2C(=O)c3ccccc3C2=O)CC(C)O1 (stereo unspecified)	-0.4	1	0.7	0	6	-0.3	-0.7	2	0.8	3	5
Cc1cc(Br)ccc1NC(=O)c1sc2ncn(CC(=O)N3CCN(c4ccccn4)CC3)c(=O)c2c1C	-0.4	0	0.1	-2	58*	1.2	-1.4	-1	0.2	2	-7
O=c1[nH]nc(Br)c(=O)n1C(c1ccccc1)c1ccccc1	-1.0	-6	-1.8	-3	6	-0.1	-1.3	2	-1.5	-2	-2
O=c1[nH]c(CN2CCN(c3ncccn3)CC2)nc2c(Br)cc(Br)cc12	0.4	1	-0.3	-2	9	0.0	-1.2	-1	0.9	-2	-9
COCCNC(=O)Nc1ccc2nc(-c3ccco3)c(-c3ccco3)nc2c1	-0.7	1	-6.3	-134	-28	0.6	-0.1	i	-0.5	54*	i
Cc1cc(C)c2c(n1)SCC(=O)N2CC(=O)Nc1ccccc1Cl	0.6	0	-0.9	-2	-3	0.1	-0.7	-1	-2.5	-6	2
C/C(=N\NC(=O)CSc1nc2ccccc2[nH]1)c1ccncc1	-0.7	-2	1.6	-2	2	0.5	-1.1	-2	2.4	3	-3
